# Screening results deposited in PubChem BioAssay by National Center for Advancing Translational Sciences (NCATS).
# USP2a inh: USP2a (human) protease inhibition; O75604; USP2 core, Ub-CHOP2 coupled fluorogenic reporter, 485/531; Potency, µM (highest dose often 38.3 µM), without a hit: at the top dose activity change, negative = inhibition, actives largely listed as inhibitors; hit rate 0.01% among 330,000; AID 463254;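 also: potency is read from the fitted curve at half-maximal effect; plate controls were DMSO wells for no effect and full inhibition by NEM control for full effect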
# Target sequence (O75604 whole entry, looked up): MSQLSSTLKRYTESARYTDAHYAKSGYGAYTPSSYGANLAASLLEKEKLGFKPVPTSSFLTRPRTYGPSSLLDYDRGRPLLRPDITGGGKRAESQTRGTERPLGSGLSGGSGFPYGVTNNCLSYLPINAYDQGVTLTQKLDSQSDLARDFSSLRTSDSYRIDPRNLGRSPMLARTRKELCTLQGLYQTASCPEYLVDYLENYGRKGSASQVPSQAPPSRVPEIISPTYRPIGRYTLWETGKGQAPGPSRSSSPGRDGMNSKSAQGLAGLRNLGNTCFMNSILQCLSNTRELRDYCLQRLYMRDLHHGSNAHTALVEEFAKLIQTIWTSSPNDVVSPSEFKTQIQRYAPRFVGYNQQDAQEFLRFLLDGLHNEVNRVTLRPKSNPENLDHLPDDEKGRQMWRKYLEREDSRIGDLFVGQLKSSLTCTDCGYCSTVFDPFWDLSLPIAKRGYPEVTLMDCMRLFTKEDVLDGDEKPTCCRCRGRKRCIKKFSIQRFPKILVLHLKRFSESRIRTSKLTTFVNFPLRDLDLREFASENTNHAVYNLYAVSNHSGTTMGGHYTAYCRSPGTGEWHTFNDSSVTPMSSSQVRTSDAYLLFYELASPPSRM
#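 Deubiquitinase activity read as fluorescence (485/531 nm) after Ub-CHOP2 cleavage activates the enterokinase reporter on its substrate; USP2 core 10nM, Ub-CHOP2 and substrate 25nM each, 30min compound preincubation then 60min RT; data normalized to NEM, curves fitted.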
# PTAP TSG101 blk: blocks PTAP/TSG101 interaction to inhibit HIV-1 budding; Fluorescence polarization, FITC-PTAP peptide / Tsg101 binding; Potency, µM (series often up to 115 µM), for the others: at the top dose activity change, negative = inhibition, actives largely listed as inhibitors; 340,000 tested, under 10 active; AID 493005; active = well fitted inhibition curve with a large enough effect in the main read-out, with a control signal flat, not every such curve was filed as active; inconclusive = small, poorly fitted or top-dose-only effect, or effect the other way, or a change in a side signal; inactive = no such curve, though single readings can be large or run the other way; also: potency is read from the fitted curve at half-maximal effect; % of control where 0% means no effect
# Target sequence (Q99816 whole entry, looked up): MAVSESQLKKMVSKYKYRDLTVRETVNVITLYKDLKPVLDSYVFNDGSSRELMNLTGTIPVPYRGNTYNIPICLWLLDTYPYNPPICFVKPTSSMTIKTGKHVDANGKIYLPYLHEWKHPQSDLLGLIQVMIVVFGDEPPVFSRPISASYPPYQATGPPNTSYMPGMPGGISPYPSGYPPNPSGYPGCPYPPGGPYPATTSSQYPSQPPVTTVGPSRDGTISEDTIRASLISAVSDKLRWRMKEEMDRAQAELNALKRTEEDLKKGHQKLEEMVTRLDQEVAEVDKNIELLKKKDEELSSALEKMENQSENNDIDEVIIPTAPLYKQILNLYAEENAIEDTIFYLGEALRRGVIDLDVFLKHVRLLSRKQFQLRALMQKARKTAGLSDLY
#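 Tsg101 binding domain (10 uM final) was mixed with compound and a FITC-labeled PTAP peptide (50 nM final) in HEPES pH 7.5 buffer with NaCl, Tween 20, EDTA and TCEP; fluorescence polarization was read after 20 min at r.t.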
# ELG1 repair inh: inhibitors of ELG1-dependent DNA repair in HEK293T cells; HEK293T ELG1-luciferase reporter, luminescence, 16 h; DNA damage induced by 5-fluorouridine; Potency, µM (top dose mostly 46.1 µM), without a hit: at the highest dose activity change, negative = inhibition, hits mostly inhibitors; hit rate 2.3% among 330,000; AID 504467; also: potency is read from the fitted curve at half-maximal effect; % is scaled to controls: 0 for no effect and ±100 for the full control effect; nearly all actives have a fitted effect of over 55% in size
#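 Reporter activity after DNA damage by 5-fluorouridine is monitored. Compound-treated cells incubate 16 hr at 37 °C, then ONE-Glo is added for 30 min before luminescence reading.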
# Chronic BCR inh: chronic active BCR signaling inhibition; ABC-DLBCL IkBa-CBG/CBR reporter, luminescence ratio, 4 h; Potency, µM (titrated, usually from 46.1 µM), for inactives: at the top dose ratio change, negative = lower green/red ratio, usual class: inhibitors; hit rate 0.05% among 340,000; active = well fitted inhibition curve with a large enough effect in the signal ratio, with a control signal flat, not every such curve was filed as active; inconclusive = small, poorly fitted or top-dose-only effect, or effect the other way, or a change in a side signal; the % refers to the signal ratio;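 also: potency is read from the fitted curve at half-maximal effect; plate controls were basal doxycycline-induced cells for no effect and cells given 10 µM MG132 for full effect; MG132 reads +100%, hits lower the ratio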
#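 Concentration-response series (up to 46 uM) were applied to TMD8 dual-reporter cells for 4 h at 37C with doxycycline. Green/red ratio, after filter-overlap correction, defined %Activity; red signal alone was normalised to basal cells and zero luminescence.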
# TSHR antagonist: antagonists of human thyroid stimulating hormone receptor. P16473. TSHR-expressing cells, TSH-stimulated cAMP HTRF, 2 h; active compounds read low. activity change, negative = inhibition, % at 11.5 µM. hit rate 0.2% among 330,000;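 active = activity change below a set negative limit, meaning inhibition stronger than a set level, cut at about -70% in these data; inconclusive = activity change between two set negative limits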; also: % is scaled to controls: 0 for no effect and ±100 for the full control effect
#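 Antagonism was scored as loss of TSH-driven cAMP in TSHR cells, stimulated with 4nM TSH (EC80) for 2 hours at 37 deg C and detected by homogeneous HTRF competition immunoassay.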
# B2AR arrestin: beta2AR (human) beta-arrestin recruitment activity | beta-arrestin recruitment to beta2AR, cell-based reporter | Potency, µM (titrated, usually from 46.1 µM), without a hit: at the top dose activation, actives largely listed as activators | hit rate 0.02% among 330,000;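 also: potency is read from the fitted curve at half-maximal effect; 0% = DMSO controls and full agonism = EC100 isoproterenol or metaproterenol; nearly all actives have a fitted effect of over 65% in size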
# Eya2 inh: blocks the phosphatase activity of human Eya2; O00167; Potency, µM (doses to about 76.9 µM), without a hit: at the highest dose activity, negative = inhibition, most hits filed as inhibitors; recombinant Eya2, OMFP fluorescence dephosphorylation (OMFP is methylfluorescein phosphate); hit rate 0.006% among 330,000; AID 488837; also: potency is read from the fitted curve at half-maximal effect; % is scaled to controls: 0 for no effect and ±100 for the full control effect
#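 Eya2 protein (added as 0.2 uM solution) was preincubated with compound for 10 min at ambient temperature in 50 mM HEPES pH 7.5, 50 mM NaCl, 5 uM MgCl2, 0.05% BSA, 1 mM DTT. OMFP (added at 50 uM) then reacted 10 min; fluorescence read at 485/525 nm.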
# Tb PFK block: blocks T. brucei phosphofructokinase | O15648 | T. brucei PFK, ADP-Glo luminescence | Potency, µM (top dose mostly 57.5 µM), inactives show top-dose activity, negative = inhibition, actives largely listed as inhibitors | hit rate 0.17% among 330,000;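 also: potency is read from the fitted curve at half-maximal effect; 0% = uninhibited 1x PFK enzyme wells and -100% = no-enzyme wells; nearly all actives have a fitted effect of over 60% in size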
#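 Luminescent ADP detection (ADP-Glo, two-step: ATP depletion then ADP-to-ATP conversion for luciferase) reported PFK activity after 45 min room-temperature reaction of 1.25 nM enzyme with 0.5 mM F6P and 0.1 mM ATP at pH 8.0.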
# uPA generation: cell surface uPA generation inhibition | cell surface uPA generation assay, qHTS | Potency, µM (highest dose often 38.3 µM), inactives show at the top dose activity change, negative = inhibition, actives largely listed as inhibitors | hit rate 0.31% among 330,000; active = well fitted inhibition curve with a large enough effect; inconclusive = small, poorly fitted or top-dose-only effect; inactive = no such curve, though single readings can be large or run the other way; tested in mouse RAW 264.7 cells; also: potency is read from the fitted curve at half-maximal effect; % is scaled to controls: 0 for no effect and ±100 for the full control effect; nearly all actives have a fitted effect of over 55% in size
# TCR activator: T cell receptor activation. primary human leukocytes, anti-CD3, IL-2 HTRF, 48 h. Potency, µM (series often up to 9.22 µM), without a hit: top-dose activation of IL-2 secretion, actives largely listed as activators. 330,000 tested, under 10 active. AID 504894; also: % of control where 0% means no effect
#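 48 hr co-incubation of compounds, a-CD3 beads and primary human leukocytes; IL-2 quantified homogeneously by HTRF with anti-IL-2 K and d2 conjugates.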
# Mito fusion act: mitochondrial division inhibition or fusion activation; S. cerevisiae fusion-defective mutant growth rescue, CellTiterGlo 48 h; Potency, µM (top dose mostly 46.1 µM), without a hit: top-dose growth rescue (activation), usual class: activators; hit rate 0.23% among 320,000; AID 485298;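 also: potency is read from the fitted curve at half-maximal effect; % of control where 0% means no effect; nearly all actives have a fitted effect of over 45% in size; temperature-sensitive fusion mutants such as fzo1-1 at 37 °C on non-fermentable ethanol glycerol medium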
#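 Yeast fusion mutant, YPEG (non-fermentable carbon), compound, 48 h at 37C non-permissive; CellTiterGlo added, 10 min RT, luminescence read. Rescued growth = division inhibition.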
# * = called active by the depositor; u = inconclusive; x = no result given; [ ] = another dose, or the depositor's remark. Unless noted, calls follow the shape of the dose curve; as a rule, active = well fitted curve in the direction sought with a large enough effect; inconclusive = small, poorly fitted or top-dose-only effect, or another doubt; inactive = no such curve, though single readings can be large; an effect the other way counts as inactive or inconclusive.
SMILES,USP2a inh,PTAP TSG101 blk,ELG1 repair inh,Chronic BCR inh,TSHR antagonist,B2AR arrestin,Eya2 inh,Tb PFK block,uPA generation,TCR activator,Mito fusion act
COCCNC(=O)Cn1cc(C(=S)N2CCOCC2)c2ccccc21,0%,0%,-2%,1%,-1,0.0%,2%,-3%,1%,0%,6%
CCN(CC)S(=O)(=O)c1ccc(C)c(NC(=S)N2CCN(Cc3ccc4c(c3)OCO4)CC2)c1,-3%,-3%,u,u,2,-0.8%,-2%,3%,0%,5%,5%
CCCCCCSc1nnc(N)s1,0%,0%,u,6%,-9,-0.4%,-25%,5%,2%,-3%,2%
Cc1ccc(-c2[nH]ncc2/C=N/n2c(COc3ccccc3C)nc3ccccc3c2=O)cc1,-9%,2%,2.6µM*,1%,-8,-0.2%,2%,2%,-3%,4%[46.1 µM],-3%
COc1ccccc1CNC(=O)Cn1ccc2cc(S(=O)(=O)N3CCCC3)ccc21,-2%,-3%,3%,11%,-15,0.3%,11%,2%,-1%,0%,-3%
O=C(COc1ccc(S(=O)(=O)NC2CCCCC2)cc1)Nc1ccc2c(c1)OCCO2,-7%,1%,u,u,-7,0.3%,-31%,4%,2%,0%,3%
CC1CCC(NC(=O)CSc2nncs2)CC1 (configuration not stated),0%,1%,u,u,5,-1.4%,7%,1%,-3%,-3%,-3%
O=C(N/N=C\c1cccnc1)c1ccccc1O,0%,-4%,u,u,2,0.1%,-6%,-5%,-1%,x,-3%
CCCNC(=O)c1ccc2c(c1)CCN2S(C)(=O)=O,1%,4%,15%,-2%,10,-0.1%,-4%,-2%,2%,3%,-5%
C=C(C)[C@@H](O)COc1c2ccoc2cc2oc(=O)ccc12,0%,-4%,0%,-15%,-11,0.2%,6%,1%,2%,-19%,2%
Cc1cc(=O)oc2cc(OCC(=O)NCCCn3ccnc3)ccc12,2%,-4%,3%,4%,-2,0.4%,-10%,2%,2%,5%,-7%
O=C1c2ccccc2C(=O)N1c1ccc(Cl)cc1,1%,x,u,u,-3,-0.2%,6%,4%,x,x,5%
CCN(C(=O)COC(=O)c1c(C)nsc1NC)c1ccccc1,0%,0%,-2%,7%,-12,-0.8%,-7%,-18%,-13%,4%,-7%
Cc1cccc(NC(=O)CCCN2C(=O)c3ccccc3C2=O)n1,0%,-5%,-2%,0%,30,-0.5%,0%,2%,1%,-4%,0%
CCOc1ccc(OCC)c(NC(=O)C2CCN(S(=O)(=O)c3c(C)[nH]c(=O)[nH]c3=O)CC2)c1,0%,1%,12%,-19%,3,0.3%,0%,-1%,0%,5%,4%
Cc1ccccc1NS(=O)(=O)c1ccc(C)c(C(N)=O)c1,-1%,-5%,-5%,2%,3,-0.6%,-16%,1%,1%,0%,4%
COC(=O)[C@H](Cc1ccccc1)NC(=O)[C@@]1(C)C[C@@H]1[C@@H](NC(=O)OCc1ccccc1)c1ccccc1,-2%,-2%,12%,-2%,-82*,-0.5%,-5%,-2%,-8%,-6%,-3%
O=C(CN(c1ccc(Cl)cc1)S(=O)(=O)c1ccc(Cl)c([N+](=O)[O-])c1)NCCc1ccccc1,0%,0%,u,2%,2,0.5%,3%,3%,-2%,-1%,-4%
CCN(Cc1ccccc1)C(c1ccc(C)cc1)c1nnnn1C(C)(C)C (configuration not stated),1%,-1%,u,-9%,-5,0.0%,-11%,2%,0%,-6%,-1%
CSc1nc2c(c(=O)[nH]1)C(c1ccccc1Cl)CC(=O)N2 (configuration not stated),0%,-8%,4%,u,-11,0.2%,-7%,-1%,-2%,-6%,-1%
N/C(Cc1cccc2ccccc12)=N\OC(=O)c1cccs1,6%,0%,-7%,2%,-2,-0.2%,8%,-3%,8%,0%[46.1 µM],-2%
Fc1ccc(/C=N/n2c(COc3ccccc3)n[nH]c2=S)cc1,1%,-5%,-4%,3%,-5,-0.2%,-4%,-11%,-5%,-7%,-17%
O=S(=O)(NCC(c1cccnc1)N1CCc2ccccc2C1)c1ccccc1 (configuration not stated),1%,2%,8%,2%,-10,0.5%,7%,-1%,-5%,0%,3%
Cc1c(Cl)cccc1NC(=O)C1=COCCO1,2%,1%,u,-9%,7,0.0%,1%,-3%,4%,5%,-1%
CCOc1ccc(CNC(=O)CCCn2ccc3cc(S(=O)(=O)N4CCCC4)ccc32)cc1,0%,-1%,-7%,-6%,-11,-0.7%,-3%,0%,-22%,-9%,2%
Cc1cc(C)nc(NS(=O)(=O)c2ccc(NS(=O)(=O)c3ccc(C#N)cc3)cc2)n1,0%,-2%,13%,2%,10,-1.1%,0%,0%,4%,0%,-2%
O=C(NNC(=O)c1ccc([N+](=O)[O-])cc1)c1ccc(NS(=O)(=O)c2cccs2)cc1,2%,-2%,15%,1%,60,0.3%,3%,-1%,4%,0%[46.1 µM],x
Nc1nc(SCC(=O)NCCCN2CCOCC2)nc2sc3c(c12)CCC3,-1%,-7%,-6%,-1%,34,-0.4%,-6%,-9%,2%,0%,4%
Cc1ccc(NC(=O)COC(=O)/C=C/c2ccc(Br)o2)cc1S(=O)(=O)N(C)C,13%,-6%,-5%,5%,-9,0.1%,-3%,7%,-1%,5%,-5%
CCN(C(=O)COc1ccc(C)nc1[N+](=O)[O-])C1CCS(=O)(=O)C1 (configuration not stated),-1%,-1%,-7%,0%,-1,-0.2%,-3%,-5%,1%,-2%[46.1 µM],-1%
O=C(Cc1cccs1)Nc1ccc(F)cc1,0%,-8%,u,1%,3,-0.6%,2%,-5%,20%,-1%,4%
NS(=O)(=O)c1ccc(NC(=O)c2c(F)cccc2Cl)cc1,0%,-4%,15%,u,-2,0.4%,-2%,4%,13%,7%,-3%
O=C(CSc1nc2c(c(=O)[nH]1)CCC2)Nc1cccc(F)c1,0%,-2%,17%,-27%,-9,-0.1%,2%,2%,0%,-1%,-2%
COC(=O)c1ccc(NC(=S)Nc2ccc3ccccc3c2)cc1,-2%,-4%,u,u,0,-0.1%,-6%,-11%,0%,1%,8%
CCC(C)[C@H](NC(=O)N1CCN(c2cccc(C(F)(F)F)c2)CC1)C(=O)OC (some centres not stated),0%,-5%,0%,6%,2,0.0%,-7%,-5%,x,3%,-18%
Cc1ccc(OCC(=O)Nc2ccc(NC(=O)c3cccs3)cc2)c(C)c1,-1%,-1%,-9%,17%,2,0.1%,-6%,4%,2%,-3%,1%
Cn1cccc1C(=O)NNC(=O)COc1ccccc1Cl,2%,6%,u,-6%,-26,0.4%,2%,2%,-4%,12%,1%
Cc1nn(CC(=O)Nc2ccc(N3CCOCC3)cc2)c(C)c1Br,-6%,x,14%,0%,7,0.5%,-16%,-11%,1%,5%,2%
COc1ccccc1C(=O)NCCC(=O)Nc1nc2ccccc2[nH]1,0%,-2%,u,u,-2,0.4%,-25%,-16%,5%,-7%,1%
CCC(C(=O)O/N=C(\N)c1cccc(C)c1)c1ccccc1 (configuration not stated),-3%,-3%,u,u,1,-0.1%,-8%,-5%,3%,3%,-1%
CCN(CC)S(=O)(=O)c1ccc(OC)c(NC(=O)CSc2ccccc2)c1,1%,-2%,-19%,-2%,-3,-0.4%,-12%,9%,-4%,-4%,5%
COc1cccc(CNC(=O)c2ccc3c(c2)S(=O)(=O)N=C2CCCCCN23)c1,2%,0%,-1%,0%,8,-0.2%,-2%,-4%,10%,5%,-1%
O=C(COc1ccc(Cl)cc1)Nc1ccc(Cc2ccncc2)cc1,-8%,0%,0%,0%,-18,-0.1%,-4%,u,4%,2%[46.1 µM],u
O=C(Nc1nc2ccccc2[nH]1)C1CCN(C(=O)c2ccc(F)cc2)CC1,0%,-5%,14%,u,4,0.0%,-12%,12%,-4%,0%,1%
Cc1cc(C)nc(Nc2nc3ccccc3o2)n1,0%,-6%,u,-29%,0,-0.1%,-25%,1%,-1%,7%,-5%
Cc1cc(C)cc(NC(=S)N2CCC(N(C)CC3CCCO3)CC2)c1 (configuration not stated),2%,-2%,u,-6%,8,-0.2%,-1%,-3%,-5%,0%,-1%
